Bioassay records: PubChem, Sanford-Burnham Center for Chemical Genomics
XIAP displacement: XIAP antagonists, biochemical, IAP family, fluorescence polarization (AID 1018). XIAP BIR domain, fluorescence polarization peptide displacement; higher % means a stronger effect. displacement, % at 20 µM, or IC50 in µM where a hit was titrated. hit rate 0.007% among 200,000; in the data active means displacement above about 50%; further: a part of the inactive calls stands beside numbers as strong as those of hits
KOR beta-arrestin-1: KOR antagonists, beta-arrestin recruitment, cell-based, luminescence, uHTS (AID 1778); KOR beta-arrestin recruitment, luminescence, antagonist mode; higher % means a stronger effect; hit rate 0.091% among 290,000; inhibition, % at 10 µM, or IC50 in µM where a hit was titrated; further: strong numbers were not always called active
HEK293 NOD2/NF-kB: NOD2 signaling inhibitors, cell-based, luminescence, uHTS, HEK293 (AID 1566). HEK293 NOD2/NF-kB luciferase reporter, luminescence; higher % means a stronger effect. inhibition, % at 4 µM; hits with a dose series show EC50 in µM. hit rate 0.63% among 290,000; further: many of its hits are not listed in these tables
PMI inhibitors: MPI enzyme activity inhibition – biochemical, fluorescence intensity, coupled assay, primary screen (AID 1209); purified PMI enzyme, coupled fluorescence intensity; higher % means a stronger effect; inhibition, % at 20 µM, or IC50 in µM where a hit was titrated; hit rate 0.42% among 190,000;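 further: plate controls were DMSO vehicle for no effect and wells lacking substrate for full effect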
NOD1 inhibition: inhibition of NOD1-driven NF-kB reporter – cell-based, luminescence, uHTS, primary screen (AID 1578); NOD1-driven NF-kB luciferase reporter cells, luminescence; higher % means a stronger effect; hit rate 1% among 290,000; one-dose inhibition, % at 4 µM; EC50 in µM for titrated hits; in the data active means inhibition mostly above about 36%, no sharp cut-off; inactive means mostly below about 34%;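 further: HEK-293T reporter cells stimulated with the NOD1 agonist gamma-tri-DAP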
LYP phosphatase: inhibitors of LYP phosphatase, biochemical, fluorescence intensity, uHTS (AID 1779); recombinant LYP phosphatase, fluorescence intensity; higher % means a stronger effect; one-dose inhibition, % at 11.5 µM; IC50 in µM for titrated hits; hit rate 0.054% among 290,000;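 further: plate controls were vehicle with enzyme for no effect and no enzyme for full effect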
KOR beta-arrestin-2: KOR agonists, beta-arrestin recruitment, primary screen, cell-based, luminescence, uHTS (AID 1777); KOR beta-arrestin recruitment, luminescence; higher % means a stronger effect; activation, % at 10 µM; hits with a dose series show EC50 in µM; hit rate 0.02% among 280,000; in the data active means activation above about 50%, passing the limit was not always enough; further: a part of the inactive calls stands beside numbers as strong as those of hits
human PMI inhibitors: MPI inhibition at elevated mannose 6-phosphate – biochemical, fluorescence intensity, high mannose 6-phosphate, primary screen (AID 1220). hit rate 0.66% among 190,000. recombinant PMI enzyme, coupled fluorescence intensity; higher % means a stronger effect. inhibition, % at 20 µM; hits with a dose series show IC50 in µM
TNAP activation fold: stimulation of alkaline phosphatase TNAP activity – biochemical, luminescent, no phosphate acceptor, uHTS, primary screen (AID 1001); purified TNAP, luminescent activation assay, no phosphate acceptor; higher activation fold means a stronger effect; activation fold at 20 µM; hits with a dose series show EC50 in µM; hit rate 0.03% among 200,000; in the data active means activation fold from about 3, or a potency from the dose series; inactive means the rest, 99 in 100 with activation fold below about 1.6; further: many of its hits are not listed in these tables
An asterisk follows results filed as active; . = not tested or not shown; [ ] = remark or other dose. Unless noted, no stated cut-off is given here; in the data, active means inhibition above about 50%; inactive means the rest. The list is partial; count on the stated rates, not on these rows.

Fields: XIAP displacement | LYP phosphatase | KOR beta-arrestin-1 | human PMI inhibitors | TNAP activation fold | NOD1 inhibition | KOR beta-arrestin-2 | HEK293 NOD2/NF-kB | PMI inhibitors
COc1cc(S(=O)(=O)NC(Cc2c[nH]c3ccccc23)C(=O)O)ccc1NC(C)=O (stereo not given)
→ . | -6% | -28% | . | . | -28% | 4.4% | -4% | .
CON(C)S(=O)(=O)c1cccc(C(=O)NC2CCSc3ccccc32)c1 (stereo not given)
→ . | -3% | -2% | . | . | -9% | -5.3% | 3% | .
CSc1ccccc1NC(=O)COC(=O)c1c[nH]c(=O)[nH]c1=O
→ . | -3% | -15% | . | . | -7% | 0.2% | -20% | .
CCOc1cc(CNn2cnnc2SCC(=O)NC(C)(C)C)ccc1OCC(=O)NC(C)(C)C
→ -6.8% | -4% | -7% | 8% | 1.1 | -21% | -1.5% | -1% | 10%
O=C(N/N=C/c1cccnc1)c1cc(-c2cccs2)nc2ccccc12
→ 3.6% | -5% | 0% | -7% | 1.1 | -24% | -1.6% | -4% | -4%
O=C(O)c1ccc(CNC(=O)c2ccccc2NC(=O)c2cccc([N+](=O)[O-])c2)cc1
→ -5.3% | -7% | -19% | 6% | 1.1 | -27% | -3.4% | 0% | 0%
CN(C)c1nc(N(C)C)nc(N2CC(CCl)OC2=N)n1 (stereo not given)
→ -0.4% | -13% | -17%[20 µM] | 5% | 1.1 | -11% | . | 10% | 2%
CCOc1ccc(Cc2n[nH]c(=S)n2N)cc1
→ -15% | -7% | 22% | -19% | 0.9 | -13% | 2.3% | 13% | -5%
CC(=O)NC1c2ccccc2C(=O)N1Cc1ccccc1 (stereo not given)
→ . | -13% | 2% | . | . | 5% | 3.8% | -12% | .
CCOC(=O)N1CCN(C(=O)c2ccc3nc(N4CCC(C)CC4)sc3c2)CC1
→ -5.2% | 1% | -40% | 1% | 1 | -10% | 4.0% | -6% | -12%
N#Cc1cc(N)ccc1Sc1ccc(Cl)cc1
→ 3.5% | -2% | -27% | 16% | 1.1 | 18% | -1.7% | 7% | 17%
CC(=O)Nc1nc(-c2ccc(Cl)cc2)ns1
→ -4.2% | -6% | -35% | -11% | 1.1 | -59% | 1.5% | -55% | -8%
Cc1ccc(OCC(=O)NCCNC(=O)c2ccc(C)nc2)cc1
→ . | -8% | -40% | . | . | 22% | 4.3% | -8% | .
O=C1c2ccccc2NC(c2ccc3c(c2)OCO3)N1O (stereo not given)
→ -0.6% | -4% | 13% | -26% | 1.1 | -5% | -3.8% | 14% | -22%
CC(=O)c1c(C)[nH]c(C(=O)N2CCN(c3ccccn3)CC2)c1C
→ . | -9% | -1% | . | . | 6% | -5.9% | 12% | .
COc1ccc(COc2cc(-c3cccc(OC)c3)nc3ccc(NC(=O)c4ccccc4)cc23)cc1
→ -21% | -3% | -32% | -6% | 1 | 49% | 2.3% | 1% | -2%
COCCn1c(SCC(=O)Nc2ncc(Cl)c(C)c2Cl)nc2ccccc21
→ -3.3% | -4% | 14% | -1% | 1 | -47% | -3.1% | 28% | 5%
COC(=O)c1c(N2C(=O)Nc3ccccc3N2O)sc(C)c1C
→ -1.7% | -5% | -4% | -20% | 1.1 | -22% | -2.0% | 11% | -17%
CCCN1CCN(CCCNC(=O)CN2C(=O)c3cccnc3Oc3ccc(Cl)cc32)CC1
→ . | -9% | -13% | . | . | -2% | 1.0% | 17% | .
O=C(Nc1ccc(-c2cnco2)cc1)c1ccccc1
→ . | -8% | -11% | . | . | -6% | . | -53% | .
COc1ccc2c(c1)cc(C(=O)N[C@H](C(=O)N1CCC[C@H]1C(=O)O)C(C)C)n2C
→ . | -9% | 17%[20 µM] | . | . | -30% | -0.3% | 13% | .
CCOC(=O)c1ccc(NC(=O)CC2COc3ccccc3O2)cc1 (stereo not given)
→ 7.4% | -2% | 7% | 8% | 1.1 | -16% | -4.5% | 13% | 12%
O=C(O)CC(NC(=O)C12CC3CC(CC(C3)C1)C2)c1cccc(Cl)c1 (stereo not given)
→ . | -6% | 24% | . | . | 2% | -6.2% | 16% | .
Cc1cc2nn(-c3cccc4ccccc34)nc2cc1N
→ -3.5% | -3% | 24% | 76%* | 1.1 | -19% | -2.1% | -31% | 78%*
CCc1ccc(OC(C)C(=O)Nc2ccccc2C(=O)N2CCOCC2)cc1 (stereo not given)
→ . | -9% | 25% | . | . | -25% | -0.2% | -2% | .
COc1cc(OC)c(OC)cc1/C=C1/Cc2ccccc2C1=O
→ . | -3% | -25% | . | . | -5% | -3.8% | 27% | .
N#Cc1c(-c2ccco2)c2c([nH]c1=S)CCCC2
→ -0.1% | -3% | -31% | -84% | 1 | -2% | 1.6% | 9% | -30%
NC(=O)c1ccc2c(=O)n3c(-c4cccs4)csc3nc2c1
→ . | 2% | 16% | . | . | -2% | -3.7% | -4% | .
O=C(c1cc(-c2cccc(Cl)c2)on1)N1CCCC1
→ . | -9% | -22% | . | . | -14% | -3.3% | -37% | .
CCOC(=O)C(CCCOc1cccc(CC)c1)C(=O)OCC
→ -3.2% | -7% | -10% | 7% | 1.2 | -22% | 1.8% | -2% | 11%

3 compounds picked at random from the list so far:
Fields: XIAP displacement | LYP phosphatase | KOR beta-arrestin-1 | human PMI inhibitors | TNAP activation fold | NOD1 inhibition | KOR beta-arrestin-2 | HEK293 NOD2/NF-kB | PMI inhibitors
N#Cc1c(-c2ccco2)c2c([nH]c1=S)CCCC2
→ -0.1% | -3% | -31% | -84% | 1 | -2% | 1.6% | 9% | -30%
O=C(O)CC(NC(=O)C12CC3CC(CC(C3)C1)C2)c1cccc(Cl)c1 (stereo not given)
→ . | -6% | 24% | . | . | 2% | -6.2% | 16% | .
CCCN1CCN(CCCNC(=O)CN2C(=O)c3cccnc3Oc3ccc(Cl)cc32)CC1
→ . | -9% | -13% | . | . | -2% | 1.0% | 17% | .

Continued.
Fields: XIAP displacement | LYP phosphatase | KOR beta-arrestin-1 | human PMI inhibitors | TNAP activation fold | NOD1 inhibition | KOR beta-arrestin-2 | HEK293 NOD2/NF-kB | PMI inhibitors
COc1ccc(/C=N/n2cnnc2SCCO)cc1OC
→ -1.1% | -5% | -9% | 6% | 1.1 | -3% | -0.1% | 11% | 6%
O=c1c2oc3ccccc3c2ncn1Cc1ccccc1F
→ -0.3% | -5% | 11% | -4% | 1.1 | 40% | -2.8% | -5% | -6%
CCN(CCC#N)c1ccc(/C=N/Nc2nc(C)cc(=O)[nH]2)c(C)c1
→ -0.1% | -2% | -27% | 4% | 1.3 | -16% | -1.9% | -4% | 2%
COc1cc([C@H]2[C@@H]3CCCC[C@]3(O)CCN2CC(=O)Nc2ccc(C)cc2C)ccc1O
→ -3.9% | -4% | 10% | -2% | 1.1 | -15% | -1.1% | 0% | 0%
CCN(CC(=O)Nc1ccc(C)c(S(=O)(=O)N(C)C)c1)Cc1ccccc1
→ . | -10% | 10% | . | . | -3% | -6.1% | 21% | .
CCCCn1c(O)c(C=NCCCN(C)C)c(=O)[nH]c1=O
→ -2.7% | -6% | -13% | 3% | 1.1 | -18% | 1.1% | 2% | 4%
CC(C)(C)c1csc(NC(=O)Cn2c(=O)oc3ccccc32)n1
→ -1.4% | 0% | 10% | 13% | 1.1 | -14% | -2.7% | 11% | 12%
Cc1cc(NC(=O)C2C3C(=O)N(Cc4ccc(Cl)cc4)C(C(=O)NC(C)(C)C)C34C=CC2(C)O4)no1 (stereo not given)
→ -1.4% | -5% | -18% | -9% | 1.1 | 6% | 1.1% | 11% | -3%
CSc1ccc(N/N=C(/C#N)S(=O)(=O)C(C)(C)C)cc1
→ -5.7% | 6% | 6% | -7% | 1.1 | -12% | -4.1% | 2% | -21%
Cc1cc(C)nc(NC(=O)C(c2ccccc2)c2ccccc2)n1
→ 2.6% | -7% | 8% | 0% | 1.1 | -2% | 0.3% | 11% | 1%
Cc1cc(OCC(=O)N2CCC(O)(c3ccc(Cl)cc3)CC2)c2c(C)cc(=O)oc2c1
→ . | -9% | -27% | . | . | 0% | -0.7% | 5% | .
O=C(Cn1nc(-c2ccccc2)ccc1=O)N1CCCCC1
→ . | -10% | -7% | . | . | 3% | -7.9% | 8% | .
O=C(Cn1cnc2ccccc2c1=O)Nc1ccc(S(=O)(=O)N2CCCC2)cc1
→ -3.7% | 1% | 12% | 2% | 1.1 | -25% | -1.4% | 12% | 1%
Cc1c(OC(C)C(=O)N[C@H](C(=O)O)c2ccccc2)ccc2c3c(c(=O)oc12)CCCC3 (stereo not given in full)
→ . | -5% | 6%[20 µM] | . | . | -27% | 4.6% | 2% | .
O=C(Nc1ccccc1C(=O)Nc1ccccc1)c1cccs1
→ . | -2% | -20% | . | . | -32% | -0.6% | 17% | .
Cc1ccc(N(CC(=O)NC2CCCC2)C(=O)Cn2nnc(-c3ccccc3F)n2)cc1
→ . | -3% | -8% | . | . | -38% | -3.9% | 3% | .
CC(C)(C)n1nnnc1C(c1cccs1)N(Cc1ccccc1)Cc1ccco1 (stereo not given)
→ -2.3% | -2% | 8% | 6% | 1 | 14% | 3.9% | -5% | 9%
COc1ccccc1CNc1ccc(N2CCOCC2)c(C(=O)O)c1
→ -3.9% | -3% | -9% | 10% | 1.1 | 1% | -4.2% | 17% | 11%
O=C1NC(=O)/C(=C\c2ccc(OCc3cnc(Cl)s3)cc2)S1
→ -12% | -6% | 8% | 8% | 1.1 | -12% | -3.2% | -90% | 3%
CCOC(=O)C1CCCN(C(=O)c2cc(-c3ccc(C)cc3)on2)C1 (stereo not given)
→ -6.5% | -3% | -22% | 8% | 1.1 | -14% | 2.5% | -20% | 17%
Cc1ccc(Nc2nc(-c3sc(N)nc3C)cs2)cc1
→ . | -6% | -53% | . | . | 20% | 9.3% | -84% | .
O=C1NC(c2ccccc2)CCC1(Cl)Cl (stereo not given)
→ -2.8% | -2% | -53% | -5% | 1.1 | -9% | 0.2% | 1% | -11%
CN(C)/C=C1/Sc2ccccc2C1=O
→ -7.2% | -4% | 11% | 4% | 1.1 | -2% | 16% | 11% | -13%
COc1ccc(Br)cc1C(=O)Nc1cccc2ncccc12
→ -8.2% | 0% | 3% | 22% | 1.1 | -42% | -4.5% | 20% | 17%
NC1=NN=C(N2N=C(c3ccccc3)CC2(O)C(F)(F)F)n2ncnc2C1 (stereo not given)
→ -3.0% | -9% | -18%[20 µM] | 16% | 2.9 | -18% | -4.6% | 14% | 17%
CCN1CCN(c2c(Cl)cccc2NC(=O)c2ccc3c(c2)OCCO3)CC1
→ -3.9% | -7% | 2% | -6% | 1 | -8% | -1.5% | 2% | 2%
COCCN(C(=O)CCC(=O)Nc1ccccn1)C(C(=O)NCCC(C)C)c1ccc(C)cc1 (stereo not given)
→ . | -2% | -3% | . | . | -11% | 1.9% | -11% | .
COc1cc(NC(=O)Cn2ncc(Cl)c(Cl)c2=O)c(C)cc1[N+](=O)[O-]
→ -9.0% | 2% | 13µM* | 2% | 1 | 91%* | -5.1% | 35% | 0%
COc1ccc(/C(C)=N\NS(C)(=O)=O)c(OC)c1
→ -3.2% | -6% | -25% | 12% | 1.1 | -4% | 0.2% | -1% | 10%
COCCCNC(=S)N/N=C/c1ccccc1O
→ . | -6% | 0% | . | . | -10% | 0.8% | -20% | .
CCCC(=O)Nc1nnc(-c2ccco2)s1
→ -0.9% | 1% | 17% | -5% | 1.1 | -33% | 0.8% | -19% | -2%
O=C(Cc1ccc([N+](=O)[O-])cc1)NCC1CCCO1 (stereo not given)
→ -1.4% | -5% | -2% | 8% | 1 | -55% | 6.1% | 1% | 7%
